HepG2 tox: kills HepG2 cells in TGF-b inhibitor counter-screen; HepG2 CAGA-GFP viability, ATP luminescence, 18 h; hit rate 0.76% among 410,000; Potency, µM (doses to about 46.1 µM), for the others: at the top dose activity change, negative = cytotoxicity, most hits filed as cytotoxic; note: potency is the fitted concentration of half-maximal effect; some results filed as inactive show a strong effect at the top dose
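CellTiter-Glo luminescence gave cytotoxicity after 18 hours at 37 degrees C. The cells were HepG2 CAGA-GFP in 1% FBS DMEM, stimulated with 500 pg/mL TGF-beta after compound addition. %Activity was normalised to no-cell wells (complete cell-killing) and DMSO (no toxicity), and curves were fitted and classified.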
EPAC2 ag: EPAC2 (human) agonism. Q8WZA2. EPAC2 activation, biochemical qHTS; response scale: 100% = 6.5 mM cAMP response. Potency, µM (series often up to 154 µM), inactives show at the highest dose activation, most hits filed as activators. hit rate 0.079% among 360,000. AID 720711; note: potency is the fitted concentration of half-maximal effect; nearly all actives have a fitted effect of over 50% in size
Target sequence (Q8WZA2 whole entry, looked up): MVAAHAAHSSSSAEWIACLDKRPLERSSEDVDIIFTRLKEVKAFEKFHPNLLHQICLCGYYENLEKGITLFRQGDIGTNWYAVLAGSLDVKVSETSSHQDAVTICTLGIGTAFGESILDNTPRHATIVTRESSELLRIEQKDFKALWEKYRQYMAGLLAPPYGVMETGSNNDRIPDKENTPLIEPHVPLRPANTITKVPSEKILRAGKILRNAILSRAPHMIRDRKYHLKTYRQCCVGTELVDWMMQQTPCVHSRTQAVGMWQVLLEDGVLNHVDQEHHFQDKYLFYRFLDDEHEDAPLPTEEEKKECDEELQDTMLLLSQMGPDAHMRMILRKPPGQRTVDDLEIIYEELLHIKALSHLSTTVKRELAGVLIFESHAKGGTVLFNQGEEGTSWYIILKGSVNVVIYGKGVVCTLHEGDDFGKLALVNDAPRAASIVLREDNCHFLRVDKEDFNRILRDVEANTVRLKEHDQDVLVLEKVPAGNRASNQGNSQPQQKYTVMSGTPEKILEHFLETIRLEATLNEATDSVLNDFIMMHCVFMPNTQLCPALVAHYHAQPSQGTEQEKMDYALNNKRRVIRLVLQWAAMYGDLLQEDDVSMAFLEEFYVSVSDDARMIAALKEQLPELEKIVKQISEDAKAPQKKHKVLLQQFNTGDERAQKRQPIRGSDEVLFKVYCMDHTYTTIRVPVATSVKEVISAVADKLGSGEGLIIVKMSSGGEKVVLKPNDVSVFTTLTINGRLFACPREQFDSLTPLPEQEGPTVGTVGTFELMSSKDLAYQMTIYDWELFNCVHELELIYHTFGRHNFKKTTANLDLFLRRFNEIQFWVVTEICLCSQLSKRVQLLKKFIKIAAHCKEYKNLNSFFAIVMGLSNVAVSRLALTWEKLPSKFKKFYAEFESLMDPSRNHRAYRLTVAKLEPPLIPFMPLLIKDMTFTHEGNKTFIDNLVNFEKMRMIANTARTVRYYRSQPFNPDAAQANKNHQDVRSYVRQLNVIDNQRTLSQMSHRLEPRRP
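Setup: EPAC2 100 nM, labeled Rap1B complex 250 nM, free GDP 50 uM. Compound titrations pinned in, brief spin, 5 min room temperature incubation. Kinetic fluorescence read over 30 min, normalized to 6.5 mM cAMP.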
S2 tox: reduces viability in counter-screen for ATXN expression inhibitors; S2 cells (HEK-293 line with an ATXN2-luciferase reporter) viability, CellTiter-Fluor protease fluorescence, 24 h; Potency, µM (titrated, usually from 56.7 µM), hits mostly cytotoxic; hit rate 0.49% among 400,000; AID 651635; note: potency is the fitted concentration of half-maximal effect; nearly all actives have a fitted effect of over 40% in size
TGFb SMAD3 inh: inhibitors of TGF-b signaling | Potency, µM (highest dose often 46.1 µM), for inactives: top-dose activity, negative = inhibition, most hits filed as inhibitors | HepG2 CAGA-GFP TGF-b/SMAD3 reporter, GFP fluorescence, 18 h; TGF-beta stimulated, 500 pg/mL final | hit rate 1.2% among 410,000; note: potency is the fitted concentration of half-maximal effect; % is set by controls: 0 for no effect and ±100 for the full control effect; nearly all actives have a fitted effect of over 65% in size
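HEPG2 CAGA-GFP reporter cells (1000/well, DMEM with 1% FBS) received compounds, then recombinant TGF-beta at 500 pg/mL final for 18 hours at 37 degrees C. Per-cell GFP summed per well was normalised to unstimulated and stimulated DMSO controls before curve fitting.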
A549 viability: counter-screen for Nrf2 inhibitors: cytotoxicity in A549 cells. A549 ARE-Fluc cells, CellTiter-Fluor viability, 18-24 h. Potency, µM (doses to about 46 µM), for the others: at the highest dose activity change, negative = cytotoxicity, most hits filed as inhibitors. hit rate 0.16% among 390,000. AID 504648; note: potency is the fitted concentration of half-maximal effect; % is set by controls: 0 for no effect and ±100 for the full control effect
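A549 ARE-Fluc cells in 5% FBS OPTI-MEM, 5000 cells/well, rested 2 h then exposed to compounds in concentration-response for 18-24 h at 37 °C. Viability by CellTiter-Fluor fluorescence (Ex 405/Em 525) after 30 min; luciferase luminescence (BugLite, 15 min, RT) read afterwards.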
IL2 activator: activates IL-2 in a cell-based reporter assay; hit rate 0.065% among 360,000; IL-2 activation reporter assay, cell-based qHTS; stimulated with anti-CD3/CD4/CD28 beads; in transgenic mouse T cells; activation, % (series mostly up to about 46 µM); in the data active = activation above about 50%; inconclusive = mostly about 30% to 49%; note: 0% is about no effect
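EGFP and DsRed fluorescence is measured by plate cytometry in unstimulated transgenic mouse T cells exposed to compound for 60 minutes, then stimulated 18 hours at 37 degrees C with anti-CD3/anti-CD4 beads plus anti-CD28.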
Nrf2 ARE act: Nrf2 pathway activation; AREc32 ARE-luciferase reporter (MCF7-derived line), luminescence, 24 h; Potency, µM (highest dose often 46.1 µM), for the others: top-dose activation, most hits filed as activators; hit rate 0.31% among 410,000; note: potency is the fitted concentration of half-maximal effect; % of control where 0% means no effect; nearly all actives have a fitted effect of over 65% in size
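Luminescent ARE reporter assay in AREc32_Fluc cells: overnight plating at 37 deg C, 24 hr compound incubation, Steady-Glo added, 30 min RT before reading.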
ATXN2 expr inh: ATXN2 expression inhibition. HEK-293 ATXN2-luciferase reporter, luminescence, 24 h. Potency, µM (titrated, usually from 57 µM), for the others: top-dose activity change, negative = inhibition, hits mostly inhibitors. hit rate 0.72% among 360,000; note: potency is the fitted concentration of half-maximal effect; % is set by controls: 0 for no effect and ±100 for the full control effect; nearly all actives have a fitted effect of over 55% in size
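ATXN2-luciferase reporter cells (luciferase flanked by upstream and downstream ATXN2 gene portions) were treated 24 h at 37 °C with compounds at up to 57 uM. SteadyGlo luminescence gave expression; GF-AFC fluorescence gave viability.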
Nrf2 block: inhibitors of Nrf2 signaling; A549 ARE-Fluc reporter, luciferase luminescence, 18-24 h; Potency, µM (series often up to 46 µM), inactives show top-dose activity change, negative = inhibition, usual class: inhibitors; hit rate 2.1% among 360,000; note: potency is the fitted concentration of half-maximal effect; % is set by controls: 0 for no effect and ±100 for the full control effect; nearly all actives have a fitted effect of over 60% in size
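Concentration-response testing used A549 ARE_Fluc cells at 5000 cells/well. Following an 18-24 h compound incubation, viability was read by fluorescence (Ex 405/Em 525) and luciferase output by luminescence.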
* marks the source's active call; other numbers are inactive results; i = inactive; ? = inconclusive; nt = no result given; & = joins results of further samples; [ ] = remark or other dose. Unless noted, calls come from the whole dose curve; as a rule, active = well fitted curve in the direction sought with a large enough effect; inconclusive = small, poorly fitted or top-dose-only effect, or another doubt; inactive = no such curve, though single readings can be large; an effect the other way counts as inactive or inconclusive. An unsorted share of the library (roughly 4.3% active in at least one column).

cpd	Compound	HepG2 tox	EPAC2 ag	S2 tox	TGFb SMAD3 inh	A549 viability
1	Cc1ccc(CNc2ncnc(N)c2[N+](=O)[O-])cc1	3.0%	-2.9%	i	3.8%	-4.8%
2	COc1ccc(NC(=O)CCN2CCCCC2)cc1	-0.8%	3.8%	i	7.5%	-0.3%
3	CN(NC(=O)NN)c1ncc(C(F)(F)F)cc1Cl	-19.4%	10.3%	nt	11.7%	-9.5%
4	Cc1cc(Cl)ccc1OC(C)C(=O)Nc1ccc([N+](=O)[O-])cn1 (centres undefined)	3.4%	3.4%	i	-15.3%	13.1%
5	O=C(CN(C1CC1)S(=O)(=O)c1ccc(S(=O)(=O)NC2CCCCC2)cc1)Nc1ccccc1	15.4%	-1.8%	i	-18.2%	-24.4%
6	O=C(NC(=S)NCc1ccc(Cl)cc1Cl)c1ccco1	-18.1%	3.6%	?	0.0%	4.4%
7	CCC1CCCCN1CCCNC(=O)c1ccc2c(c1)N(Cc1c(F)cccc1Cl)C(=O)CS2 (centres undefined)	0.2%	6.8%	?	10.8%	-1.0%
8	COc1ccccc1N1C(=O)S/C(=C\c2cc(C)n(C)c2C)C1=O	-1.2%	-18.1%	?	-11.6%	-19.1%
9	O=C(NCSc1ccnc(SCNC(=O)c2ccc(F)cc2)n1)c1ccc(F)cc1	3.7%	-1.8%	i	17.8%	nt
10	Oc1ccc(-c2nc3ccccc3nc2-c2ccc(O)cc2O)c(O)c1	-1.0%	8.7%	i	2.7%	-18.6%
11	O=C(CSCc1ccc(Cl)cc1)NCCSCc1ccco1	-25.8%	0.0%	i	10.9%	0.6%
12	O=C(COc1cccc(NC(=O)c2ccco2)c1)c1ccccc1	-16.4%	0.1%	i	-3.0%	-26.5%

cpd	IL2 activator	Nrf2 ARE act	ATXN2 expr inh	Nrf2 block
1	-0.4	0.1%	0.6%	7.6%
2	-2.7	0.2%	-3.4%	2.7%
3	-1.4	0.2%	nt	-6.2%
4	-3.0	-0.1%	-8.2%	-4.3%
5	-3.6	3.5%	-15.2%	?
6	-0.5	5.0%	-2.2%	-16.4%
7	0.1	-0.5%	nt	9.9%
8	0.3	0.4%	19.0%	6.0%
9	-1.1	-0.4%	-9.9%	-28.1%
10	-0.9	3.2%	-1.4%	2.5%
11	0.2	2.9%	-9.5%	-12.9%
12	-2.1	0.5%	3.4%	-13.7%

cpd	Compound	HepG2 tox	EPAC2 ag	S2 tox	TGFb SMAD3 inh	A549 viability
13	COc1cc(NC(=O)c2sc3nc4n(c(=O)c3c2C)CCCCC4)cc(OC)c1OC	-21.8%	nt	nt	-15.1%	0.9%
14	COC(=O)c1c(C)oc(C)c1S(=O)(=O)N1CCCC1	1.0%	10.9%	i	-7.1%	-0.6%
15	COc1cc(NC(=O)Nc2cccc(C(C)=O)c2)cc(OC)c1OC	-1.8%	3.2%	i	-3.9%	nt
16	N#C/C(=C\c1ccccc1)C(=O)NCc1ccc(F)cc1	-25.7%	1.9%	i	-17.5%	-3.2%
17	CC(C)CN(CC(C)C)S(=O)(=O)c1ccc(C(=O)Nc2sc3c(c2C(N)=O)CCN(C(C)C)C3)cc1	11.2µM*	nt	nt	136.0%[activator]	24.5%
18	CCOc1ccccc1CNC(=O)c1cnn(-c2ccc(C)cc2)c1-n1cccc1	-33.8%	nt	nt	?	-1.3%
19	C=CCn1c(Cc2ccccc2)n[nH]c1=S	16.1%	3.0%	i	-4.2%	0.7%
20	O=C(O)CCCC(=O)Nc1ccc(Sc2ccc([N+](=O)[O-])cc2)cc1	-11.9%	6.4%	i	4.4%	2.7%
21	O=C(CCNC(=O)c1ccccc1Cl)NCc1cccnc1	-58.4%	-0.1%	i	-15.8%	-1.6%
22	CCCCn1c(N)c(N(CC(C)C)C(=O)C2CCN(S(=O)(=O)c3ccc(C)cc3)CC2)c(=O)[nH]c1=O	-4.9%	-11.4%	i	-1.8%	0.5%
23	CC(=O)N1CCN(C2c3cccc4cccc(c34)C2NS(=O)(=O)c2ccccc2)CC1 (centres undefined)	7.0%	12.9%	i	-3.0%	-4.9%
24	CN(C(=O)c1cccc(NC(=O)Cc2ccc(NC(=O)C3CCN(C(=O)c4ccccc4)CC3)cc2)c1)C1CC1	5.5%	5.6%	i	1.5%	-0.1%

cpd	IL2 activator	Nrf2 ARE act	ATXN2 expr inh	Nrf2 block
13	nt	6.9%	nt	10.5%
14	0.3	-0.8%	-0.1%	2.7%
15	-3.3	2.9%	25.9%	-19.2%
16	-0.9	17.6%	4.7%	?
17	nt	11.7%	?	nt
18	nt	2.7%	nt	?
19	-2.6	0.2%	-0.4%	-1.6%
20	-0.1	1.8%	-21.1%	-19.9%
21	0.3	-0.3%	-4.8%	3.8%
22	-6.7	0.3%	-2.3%	-1.9%
23	-0.4	-0.5%	-0.3%	-12.1%
24	0.1	-0.4%	1.0%	17.0%

cpd	Compound	HepG2 tox	EPAC2 ag	S2 tox	TGFb SMAD3 inh	A549 viability
25	CCOC(=O)C1=C(CS(=O)(=O)c2ccccc2)NC(=O)NC1c1ccccc1OC (centres undefined)	-5.7%	0.1%	i	-3.2%	-0.4%
26	CCNC(=S)NCc1ccco1	0.2%	-1.8%	i	1.6%	-2.0%
27	O=[N+]([O-])c1ccccc1OCCN1CCCC1	4.9%	-8.7%	i	5.0%	0.0%
28	COc1ccc(OC)c(NC(=O)c2sc3nc4c(cc3c2N)CCCCCC4)c1	15.8%	nt	i	23.5%	-0.2%
29	CC(C)CCN1CCC(C)(NC(=O)c2ccccc2)C1=O (centres undefined)	0.8%	7.1%	i	-5.3%	10.3%
30	O=C(CSC1=Nc2ccccc2N=C(c2ccc(F)cc2)C1)Nc1ccc(Cl)cc1	9.9%	nt	i	3.7%	-1.3%
31	CCN(c1ccccc1)c1ccc2cc(S(=O)(=O)N3CCCC3)ccc2n1	-16.6%	nt	i	-22.9%	17.9%
32	O=C(O)c1ccc(S(=O)(=O)N(CCc2ccccc2)Cc2ccc(Cl)cc2)cc1	-17.3%	4.9%	i	-9.6%	-0.4%
33	Cc1cccnc1CCNC(=O)CC1C(=O)NCCN1CC1CCCCC1 (centres undefined)	-15.0%	2.6%	i	-10.2%	1.9%
34	O=C(Nc1ccc2nc3ccccc3nc2c1)c1ccc(Br)cc1	3.7%	-2.8%	i	4.0%	-3.9%
35	Cc1cc(C)c(NC(=O)CSc2nc(-c3ccc(F)cc3)nc3c2Cc2c(CO)cnc(C)c2O3)c(C)c1	-6.2%	nt	i	-4.0%	1.3%
36	NC(=O)c1ncn([C@@H]2O[C@H](CO)[C@@H](O)[C@H]2O)c1O	-3.0%	11.5%	i	-0.7%	4.0%

cpd	IL2 activator	Nrf2 ARE act	ATXN2 expr inh	Nrf2 block
25	-3.4	0.2%	2.2%	5.0%
26	0.6	-0.7%	6.6%	5.4%
27	-0.1	-0.2%	6.5%	-12.8%
28	nt	1.2%	5.0%	?
29	-0.5	0.1%	-10.4%	4.7%
30	nt	-0.2%	3.5%	nt
31	nt	-0.6%	3.3%	?
32	-1.2	-0.2%	nt	-19.7%
33	-0.4	1.3%	-4.6%	23.1µM*
34	25.3	1.6%	9.3%	?
35	nt	-1.4%	0.9%	?
36	-0.7	0.5%	11.9%&3.9%	7.4%

Of the compounds above, five have a furan ring, fused or not.
cpd	Compound	HepG2 tox	EPAC2 ag	S2 tox	TGFb SMAD3 inh	A549 viability
6	O=C(NC(=S)NCc1ccc(Cl)cc1Cl)c1ccco1	-18.1%	3.6%	?	0.0%	4.4%
11	O=C(CSCc1ccc(Cl)cc1)NCCSCc1ccco1	-25.8%	0.0%	i	10.9%	0.6%
12	O=C(COc1cccc(NC(=O)c2ccco2)c1)c1ccccc1	-16.4%	0.1%	i	-3.0%	-26.5%
14	COC(=O)c1c(C)oc(C)c1S(=O)(=O)N1CCCC1	1.0%	10.9%	i	-7.1%	-0.6%
26	CCNC(=S)NCc1ccco1	0.2%	-1.8%	i	1.6%	-2.0%

cpd	IL2 activator	Nrf2 ARE act	ATXN2 expr inh	Nrf2 block
6	-0.5	5.0%	-2.2%	-16.4%
11	0.2	2.9%	-9.5%	-12.9%
12	-2.1	0.5%	3.4%	-13.7%
14	0.3	-0.8%	-0.1%	2.7%
26	0.6	-0.7%	6.6%	5.4%

(further entries)
cpd	Compound	HepG2 tox	EPAC2 ag	S2 tox	TGFb SMAD3 inh	A549 viability
37	O=C(NCc1ccccn1)C1CC(c2ccccc2Cl)=NO1 (centres undefined)	6.4%	3.3%	i	0.1%	-0.1%
38	CC(=O)N1CCc2cc(S(=O)(=O)CCC(=O)Nc3ccccc3F)ccc21	-4.5%	8.6%	i	-7.8%	0.0%
39	Cc1cccc(N2CCN(C(=O)NCc3ccc(F)cc3)CC2)c1C	-0.2%	-10.2%	i	-13.1%	-3.9%
40	COc1ccc(NC(=O)c2ccc3ccccc3c2OC)cc1	-56.4%	11.9%	i	-6.3%	0.4%

cpd	IL2 activator	Nrf2 ARE act	ATXN2 expr inh	Nrf2 block
37	1.6	-0.5%	4.2%	15.8%
38	-3.9	0.1%	-11.9%	0.0%
39	-4.1	-0.1%	-8.3%	-3.5%
40	0.0	2.1%	56.5%[activator]	?
